# EWS-Fli inh: inhibitors of EWS/Fli oncoprotein transcriptional activity; A673 NR0B1-luciferase reporter, viability-normalised; inhibition, % at 12.6 µM; hit rate 0.67% among 350,000; AID 651661;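 active = mean inhibition of at least 50% after viability correction, with every replicate also passing that limit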;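 also: firefly luciferase signal divided by Alamar Blue viability fluorescence both relative to DMSO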
# XiGFP reactiv: X-chromosome reactivation activator; AID 743238; hit rate 0.055% among 360,000; activation, % at 7.58 µM; XiGFP mouse fibroblasts, % GFP-positive cells imaging, 3 d; cells co-treated with 5-aza-dC sensitizer; scaled so ellipticine positive control = 100%;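 active = mean normalized replicate activation at least 10% and every replicate at or above 10%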;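 also: 0% = median of on-plate neutral control wells and 100% = ellipticine 6 µM median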
#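 Material: XiGFP fibroblasts, SV40-immortalized; Buffer or medium: DMEM containing 5-aza-dC; Compound dosing: single point; Times: 3 days compound exposure.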
# PAX8 inh HTS: lowers PAX8-driven luciferase in RMG-I cells. RMG-I TPO-luciferase reporter, SteadyGlo, 24 h. inhibition, % at 12.6 µM. hit rate 1.2% among 360,000;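 active = mean replicate inhibition at least 60% with every replicate also reaching 60%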;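 also: luciferase light reporting Pax8 driven TPO promoter activity; plate controls were median of neutral control wells for no effect and mitoxantrone controls for full effect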
# F508del corr: correctors of CFTR F508del function in bronchial epithelial cells. CFBE cells, YFP halide quenching; stimulated with forskolin plus potentiator P3; % fluorescence drop versus neutral controls. activity (quench increase), % at 7.58 µM. hit rate 0.36% among 350,000. AID 720511;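 active = mean added fluorescence quench of at least 8% versus neutral control, with both replicates also reaching 8%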;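 also: cells transiently co-express mutant CFTR-F508del with the halide-sensitive YFP; corrector assay measuring rescue of mutant channel to the surface after 24 h compound exposure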
# ARNT TACC3 PPI: disruptors of human ARNT/TACC3 interaction; AlphaScreen His-ARNT PAS-B/GST-TACC3 binding, luminescence; TACC3 fragment carries E629A point mutation; inhibition, % at 9.99 µM; hit rate 0.66% among 390,000;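 active = mean inhibition of replicates at least 50% and at least half of replicates each reaching 50%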;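 also: 0% = complete ARNT plus TACC3 wells and 100% = ARNT alone without TACC3; many hits fall short of the cut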
# DENV2 CPE rescue: inhibitors of DENV2 cytopathic effect; DENV2-infected cells, cytopathic effect rescue, plate reader; CPE inhibition, % at 9.99 µM; hit rate 1.7% among 350,000; AID 651640; in the data active = CPE inhibition above about 20%, passing the limit was not always enough; tested in BHK-21 cells;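 also: 0% = median of neutral control wells and 100% = median of positive control wells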
# GSIS activator: GLuc luminescence reporter in INS-1E cells, primary screen for activators of glucose-dependent secretion of insulin. AID 743287. activation, % at 16.6 µM. hit rate 0.61% among 370,000. INS-1E GLuc reporter insulin secretion, 2-3 h;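 active = lowest replicate activation of at least 40%, so every replicate reaches that level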;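 also: 0% = median of neutral control wells and 100% = median of IBMX positive control wells; some compounds called inactive have numbers as strong as hits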
# ERp5 inh: ERp5 (human) disulfide isomerase inhibition | hit rate 0.05% among 350,000 | Q15084 | ERp5 insulin aggregation, absorbance 650 nm, 90 min | inhibition, % at 9.99 µM;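 active = mean replicate inhibition above about 25%, with every replicate also reaching it, limit read from the data, passing the limit was not always enough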
# Target sequence (Q15084 whole entry, looked up): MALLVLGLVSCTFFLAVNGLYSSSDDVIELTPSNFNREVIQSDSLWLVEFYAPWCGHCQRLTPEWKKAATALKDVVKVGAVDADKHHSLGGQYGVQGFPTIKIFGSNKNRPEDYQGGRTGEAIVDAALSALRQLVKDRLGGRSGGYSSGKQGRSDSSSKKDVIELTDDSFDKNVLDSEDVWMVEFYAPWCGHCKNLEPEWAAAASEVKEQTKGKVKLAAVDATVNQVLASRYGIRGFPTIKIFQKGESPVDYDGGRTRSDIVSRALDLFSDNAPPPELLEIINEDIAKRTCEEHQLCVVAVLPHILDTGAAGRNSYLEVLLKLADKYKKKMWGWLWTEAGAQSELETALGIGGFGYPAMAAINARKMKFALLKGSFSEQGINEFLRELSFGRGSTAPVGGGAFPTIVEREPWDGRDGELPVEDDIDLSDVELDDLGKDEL
# The depositor's hits bear a star; . = no result given; & = joins results of further samples.
SMILES,EWS-Fli inh,XiGFP reactiv,PAX8 inh HTS,F508del corr,ARNT TACC3 PPI,DENV2 CPE rescue,GSIS activator,ERp5 inh
O=C(COc1ccc(Br)cc1Br)NC1CCS(=O)(=O)C1 (stereo not drawn),-1,-0.1,-9,0.1,-15,-2,21,-2
CCC(=O)N1CC2(C1)[C@H](c1ccccc1)[C@@H](CO)N2C(=O)c1ccncc1,1,0.3,.,-1.7,.,23*,13,-5
Cc1ccc(C)c(NC(=O)C(OC(=O)c2ccc(C)s2)c2ccccc2)c1 (stereo not drawn),.,0.0,9,.,-7,.,-13,.
CC(=O)c1ccc(NS(=O)(=O)c2cc3c(cc2C)N(C(C)=O)CCO3)cc1,.,0.0,-13,-0.2,-6,-1,-1,-5
Cc1noc(C)c1CSCC(=O)Nc1ccc(Br)cc1Cl,-2,-0.1,-4,-0.2,-8,-10,1,8
Cc1cn([C@H]2C[C@H](O)[C@@H](CNCc3ccc4ncccc4c3)O2)c(=O)[nH]c1=O,-7,0.1,2,2.0,.,94*,4,1
O=C1c2ccccc2C(=O)N1c1cc([N+](=O)[O-])ccn1,-7,0.1,-9,1.3,-12,4,8,2
C=CCNC(=O)c1ccccc1NC(=O)COc1ccc(OC)cc1,7,0.0,7,1.1,-11,10,-2,-5
Cc1ccc(NC(=O)CSc2nnc(CNC(=O)c3ccco3)n2C)cc1C,-1,-0.1,2,-0.2,0,0,3,3
Cn1c(SCC(=O)Nc2ccccc2)nc2c([nH]c3ccccc32)c1=O,1,0.3,20,1.8,1,5,-1,1
C[C@@H]1CN([C@H](C)CO)C(=O)Cc2cc(N(C)C)ccc2O[C@@H]1CN(C)Cc1ccncc1,-2,-1.0,-3,-0.2,12,8,6,3
CC(C)(C)c1cc(C(=O)Nc2cccnc2)cc(C(=O)Nc2cccnc2)c1,6,0.0,31,2.4,5,-1,-14,5
Cc1cc(=O)[nH]c(CN2CCOCC2)n1,-5,0.0,14,.,-1,-4,5,1
CCNC(=O)N(CCOC)CC1CCCN(C2Cc3ccccc3C2)C1 (stereo not drawn),9,0.2,6,-0.1,-20,-6,0,1
C[C@@H]1CN([C@H](C)CO)C(=O)c2cccc(NC(=O)C3CCCCC3)c2O[C@H]1CN(C)Cc1ccc(C(F)(F)F)cc1,22,-0.9,.,-1.9,-10,5,-35,10
O=C(O)c1ccc(S(=O)(=O)c2ccc3c(c2)C(=O)N(c2ccccc2[N+](=O)[O-])C3=O)cc1,.,0.2,4,-1.7,-5,5,19,1
CCC(=O)Nc1ccc2c(c1)C(=O)N(C)[C@H]1CC[C@H](CC(=O)NCc3ccccc3)O[C@@H]1CO2,11,0.0,3,-0.2,-11,1,1,6
CN(C)S(=O)(=O)c1cccc(NC(=O)COC(=O)c2cccc(S(=O)(=O)N3CCc4ccccc4C3)c2)c1,1,0.2,29,.,-5,-8,.,-1
COC(=O)c1ccc2c(c1)NC(=O)c1ccccc1S2,-7,0.0,4,5.6,-6,-6,6,-4
CCC(=O)N1C[C@H]2[C@@H](c3ccccc31)[C@@H](CO)N2CC1CCCC1,2,0.0,34,1.6,-5,-8,16,-1
COC(=O)c1c(NC(=S)Nc2cc(OC)c(Cl)cc2OC)sc2c1CCCCC2,.,-0.1,4,.,-3,.,-15,.
O=C(Nc1ccccc1)c1cccc(S(=O)(=O)NC2CCCC2)c1,.,0.2,26,1.2,-8,-4,-11,1
COc1ccc(Cl)cc1NC(=O)c1cc(-c2cc(C)ccc2O)n[nH]1,19,-0.2,11,-0.4,-5,7,-6,1
C[C@H](CO)N1C[C@H](C)[C@H](CN(C)CC2CCCCC2)Oc2ccc(NC(=O)CCC(F)(F)F)cc2C1=O,-19,-1.0,-17,-4.5,-10,3,-4,2
C[C@H]1CN([C@@H](C)CO)C(=O)c2cc(-c3cccc(F)c3)cnc2O[C@H]1CN(C)Cc1ccccn1,1,0.0,-1,1.0,-3,2,-2,-4

# 12 compounds out of the list, sorted by molecular weight, low to high:
SMILES,EWS-Fli inh,XiGFP reactiv,PAX8 inh HTS,F508del corr,ARNT TACC3 PPI,DENV2 CPE rescue,GSIS activator,ERp5 inh
Cc1cc(=O)[nH]c(CN2CCOCC2)n1,-5,0.0,14,.,-1,-4,5,1
COC(=O)c1ccc2c(c1)NC(=O)c1ccccc1S2,-7,0.0,4,5.6,-6,-6,6,-4
CCC(=O)N1C[C@H]2[C@@H](c3ccccc31)[C@@H](CO)N2CC1CCCC1,2,0.0,34,1.6,-5,-8,16,-1
C=CCNC(=O)c1ccccc1NC(=O)COc1ccc(OC)cc1,7,0.0,7,1.1,-11,10,-2,-5
Cn1c(SCC(=O)Nc2ccccc2)nc2c([nH]c3ccccc32)c1=O,1,0.3,20,1.8,1,5,-1,1
CCC(=O)N1CC2(C1)[C@H](c1ccccc1)[C@@H](CO)N2C(=O)c1ccncc1,1,0.3,.,-1.7,.,23*,13,-5
CC(C)(C)c1cc(C(=O)Nc2cccnc2)cc(C(=O)Nc2cccnc2)c1,6,0.0,31,2.4,5,-1,-14,5
Cc1ccc(C)c(NC(=O)C(OC(=O)c2ccc(C)s2)c2ccccc2)c1 (stereo not drawn),.,0.0,9,.,-7,.,-13,.
Cc1cn([C@H]2C[C@H](O)[C@@H](CNCc3ccc4ncccc4c3)O2)c(=O)[nH]c1=O,-7,0.1,2,2.0,.,94*,4,1
Cc1noc(C)c1CSCC(=O)Nc1ccc(Br)cc1Cl,-2,-0.1,-4,-0.2,-8,-10,1,8
C[C@@H]1CN([C@H](C)CO)C(=O)Cc2cc(N(C)C)ccc2O[C@@H]1CN(C)Cc1ccncc1,-2,-1.0,-3,-0.2,12,8,6,3
C[C@H](CO)N1C[C@H](C)[C@H](CN(C)CC2CCCCC2)Oc2ccc(NC(=O)CCC(F)(F)F)cc2C1=O,-19,-1.0,-17,-4.5,-10,3,-4,2

# (next part)
SMILES,EWS-Fli inh,XiGFP reactiv,PAX8 inh HTS,F508del corr,ARNT TACC3 PPI,DENV2 CPE rescue,GSIS activator,ERp5 inh
O=C(NCc1ccncc1)C(=O)NCC1OCCN1S(=O)(=O)c1cc(F)ccc1F (stereo not drawn),.,0.0,0,-0.6,0,13,10,0
O=C(c1ccccn1)N1CC2(C1)[C@@H](c1ccccc1)[C@H](CO)N2C(=O)C1CCC1,2,0.0,-10,-2.4,.,-3,0,-2
Cc1ccc(C)c(Cn2c3ccccc3c3cnn(CC(=O)NCCCN4CCCCC4)c(=O)c32)c1,23,0.0,38,2.5,5,19,0,-1
Cc1noc(C)c1S(=O)(=O)Nc1ccc2c(c1)CC(=O)N([C@H](C)CO)C[C@H](C)[C@@H](CN(C)CC1CC1)O2,-3&-2,0.3&0.1,-15,1.4&-1.1,-14&-2,-2&-8,9&12,3&4
CCc1ccccc1NC(=O)CNC(=O)CCc1nc2sc3c(c2c(=O)[nH]1)CCCC3,5,0.0,-6,-1.6,0,-8,-1,-3
COCCOC(=O)C1=C(C)NC(=O)NC1c1cccc2ccccc12 (stereo not drawn),11,-0.1,24,0.0,1,-2,14,2
O=C(CSc1ccccn1)N/N=C/c1c[nH]c2ccccc12,4,0.4,15,-0.8,21,2,-8,2
Cc1ccc(S(=O)(=O)Nc2ccc3c(c2)C(=O)N([C@H](C)CO)C[C@H](C)[C@@H](CN(C)C(=O)c2ccccc2)OCCCC[C@@H](C)O3)cc1,-7,0.0,4,5.4,-4,-1,-5,-1
O=C(COC(=O)C1CC2C=CC1C2)Nc1cccc(S(=O)(=O)N2CCCCC2)c1 (stereo not drawn),5,0.0,31,.,-6,-12,-16,-2
O=C(CCc1c[nH]c2ccccc12)NCC1COc2ccccc2O1 (stereo not drawn),21,0.6,9,-3.7,-11,-15,0,2
Cc1cc(C)cc(N2C(=O)CSC2c2ccccn2)c1 (stereo not drawn),7,0.0,3,3.1,5,-3,2,2
O=C1N[C@@H](Cc2ccccc2)COCn2nncc2CC[C@@H]1Cc1ccccc1,9,0.4,0,.,.,2,-11,-3
CCC(=O)N[C@@H]1C=C[C@H](CC(=O)NCc2ccccc2OC)O[C@H]1CO,6,-0.3,-2,1.2,.,4,11,-1
O=C(Nc1nc(-c2ccncc2)cs1)C1COc2ccccc2O1 (stereo not drawn),8,-0.1,-31,0.2,0,-4,13,1
O=C(Nc1ccc(C(=O)O)cc1)/C(=C\c1ccco1)NC(=O)c1ccccc1Cl,-8,0.0,-2,3.4,.,19,22,-3
CC#CC(=O)N1CCC(CCc2ccccc2)(C(=O)OCC)CC1,-1,0.0,12,.,-5,0,-9,1
O=C(COc1ccc(N2C(=O)c3ccccc3C2=O)cc1)c1ccccc1,-5,0.0,-10,-1.0,.,4,5,0
C[C@H](O)C#Cc1ccc([C@@H]2[C@@H](CO)N3CCCCN(C(=O)c4ccc(F)cc4)C[C@@H]23)cc1,9,0.1,18,-3.0,-7,3,-1,-4
C=CCOc1ccc2ccccc2c1CNn1c(C)n[nH]c1=S,9,0.0,-5,0.3,-5,2,38,2
Cc1ccccc1C(=O)c1cccn1CC(=O)NCc1ccccc1,-21,0.2,-14,-1.1,-1,9,8,7
COc1ccc(S(=O)(=O)Nc2ccc3c(c2)CC(=O)N([C@H](C)CO)C[C@@H](C)[C@@H](CN(C)CC2CC2)O3)cc1,19,-0.2,-5,-1.2,-6,4,6,1
Cc1ccc(/C=N/NC(=O)CNC(=O)c2cccc([N+](=O)[O-])c2C)o1,4,0.0,-39,-3.7,1,3,-12,1
NS(=O)(=O)c1cccc(NC(=O)c2cccs2)c1,-5,0.0,-17,1.5,-10,-4,2,3
COc1ccc(NC(=O)COC(=O)Cn2nnc3ccccc32)cc1,2,0.3,19,-0.6,-3,3,5,-1
O=C(Nc1cc(Cl)ccc1Cl)c1noc2c1CCCC2,-4,0.1,16,-0.7,4,-8,.,-5

# The listing continues:
SMILES,EWS-Fli inh,XiGFP reactiv,PAX8 inh HTS,F508del corr,ARNT TACC3 PPI,DENV2 CPE rescue,GSIS activator,ERp5 inh
O=C(CC1CCCC1)NCCc1cn2ccccc2n1,0,-0.3,2,2.4,-3,1,.,-2
C[C@H](CO)N1C[C@H](C)[C@@H](CN(C)Cc2ccccn2)Oc2cc(C#C[C@@H](C)O)ccc2S1(=O)=O,3,-0.5,.,3.5,6,-5,13,-4
O=C(Nc1ccc(Cl)cc1)Nc1ccc(Cl)c(Cl)c1,-64,0.7,0,4.1,.,-12,-7,4
COc1ccc(CNC(=O)CC(C)c2ccccc2)cc1 (stereo not drawn),-7,-0.1,14,2.4,-7,-6,-6,-3
Cc1cc(C)n(-c2nc(SCCN(C)C)c3c4c(sc3n2)COC(C)(C)C4)n1,14,.,.,0.9,6,0,9,0
Cc1cc(C)cc(N(CC(=O)NC(C)(C)C)C(=O)CNC(=O)c2cccs2)c1,2,0.1,-22,-0.5,-1,-8,-3,0
CCOc1ccccc1C(=O)NCC(=O)Nc1ccc(-c2ccccc2)cc1,11,-0.1,8,1.7,6,6,4,2
COc1ccc(NC(=O)Cn2cc(C#N)c3ccccc32)cc1,2,0.0,1,-1.6,-3,-4,2,1
C[C@H]1CN([C@@H](C)CO)C(=O)Cc2cc(NS(=O)(=O)c3cccs3)ccc2O[C@H]1CN(C)Cc1ccc(-c2ccccc2)cc1,2,-0.1,16,-0.7,4,-21,-17,6
COC(=O)c1ccc2nc3c(cc2c1)[C@@H]1CCN2C(=O)CCC[C@H](C3)[C@H]12,-14,0.0,-32,0.5,-5,-12,.,4
CCC1SC(CC)C(=O)N(CC(=O)NCCc2ccccc2)C1=O (stereo not drawn),-2,0.0,6,-0.9,-8,-6,2,-1
CO[C@@H](CN(C)Cc1cc(F)ccc1F)[C@H](C)CN(C(=O)Nc1ccc(F)cc1)[C@H](C)CO,4,-0.1,.,2.1,-6,3,-10,3
